Bioassay records deposited in PubChem BioAssay by National Center for Advancing Translational Sciences (NCATS).
KDM5B inh = inhibitors of human KDM5B histone demethylase; Potency, µM (series often up to 57.7 µM), for the others: at the highest dose activity change, negative = inhibition, actives largely listed as inhibitors; 2.6% of 220,000 active; KDM5B demethylase, FDH-coupled NADH fluorescence (FDH is formaldehyde dehydrogenase); Q9UGL1; active = well fitted inhibition curve with a large enough effect; inconclusive = small, poorly fitted or top-dose-only effect; inactive = no such curve, though single readings can be large or run the other way; also: 0% is about no effect; nearly all actives have a fitted effect of over 70% in size
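qHTS format, multiple compound concentrations. Buffer 50 mM HEPES pH 7.5/0.01% Tween-20; 200 nM KDM5BΔAP final; 10 min compound preincubation; substrate-mix levels 12.5 µM peptide, 25 µM α-KG, 0.25 mM NAD⁺; 30 min RT; ΔRFU.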
* = called active by the depositor; ? = inconclusive; & = joins results of further samples; [ ] = another dose, or the depositor's remark. Potency is read from the fitted curve at half-maximal effect. Some of the compounds tested; the hit share may differ from the screen's.

SMILES	KDM5B inh
COc1ccc(Cl)cc1C(=O)NNC(=S)NC1CCCCC1	46.8%[activator]
CCCc1ccc(S(=O)(=O)N(C)CC2CCOCC2)cc1	4.4%
C[C@@]12CO[C@@H](CNC(=O)C3CCCC3)O[C@@H]1CC[C@]1(C)[C@@H]2CC[C@@H](O)[C@H]1CC(=O)NCc1ccccc1	-9.0%
CC(C)NC(=O)C(c1ccccc1)N1Cc2ccccc2C1=O (centres undefined)	-26.6%
O=C(NCCNC(=O)c1cc2ccccc2[nH]1)C(=O)Nc1cccc2ccccc12	5.2%
COC(=O)CN(C)Cc1cn(-c2ccc(C)cc2)nc1-c1cccc(C)c1	-17.3%
Cc1cc(C)c2nc(NC(=O)CCCn3c(=O)oc4ccccc43)sc2c1	-11.4%
COCC1(C(=O)N2CCc3c(c(C(=O)O)nn3CC3CC3)C2)CCC1	2.7%
Cc1ccc(CNC(=O)NCC23CCC=C2N(C)C(=O)CC3)cc1 (centres undefined)	?
COCCNC(=O)[C@@H](C)C1CC[C@@]2(C)CC[C@H](NC(=O)COc3ccccc3)[C@@H](C)[C@@H]2[C@H]1O (some centres undefined)	-20.3%
O=c1[nH]c(C2CCN(CC3CCCC3)CC2)nc2ccc(F)cc12	-17.5%
COc1ccc(C2Cn3cnc(C(=O)N4CCC(C(=O)Nc5ccc(F)c(C)c5)CC4)c3CO2)cc1 (centres undefined)	-11.7%
COc1cc(OC)c(OC)cc1CC1C(=O)Nc2ccc(Br)cc21 (centres undefined)	-8.1%
CCCCN1CC2(CCCN(C(=O)c3ccn4nnnc4c3)C2)CCC1=O (centres undefined)	22.7%
Cc1noc2c(-c3ccncc3)cc(-c3cccs3)nc12	5.62µM*
COC(=O)C(NC(=O)N1CCCCCCn2c(nnc2-c2ccc(F)cc2)CC1)C(C)C (centres undefined)	-13.2%
CCNC(=S)N/N=C(/C)c1cccc(F)c1	-13.4%
CN(Cc1ccccc1)C(=O)c1cccc(NC(=O)c2nsc3ccccc23)c1	?
C=CCN(C)CC[C@@H]1CC[C@H](O)[C@@H](C(=O)NC2CCCCC2)O1	-7.9%[86.2 µM]
CCOCC(=O)N1CCN(c2nnnn2-c2ccccc2)CC(O)C1 (centres undefined)	33.7%[activator]
CC(C)c1nnc(NC(=O)C2CC(=O)N(c3n[nH]c4cc(Br)ccc34)C2)s1 (centres undefined)	-26.5%
Cc1ccc(NS(=O)(=O)c2ccc3[nH]c(=O)oc3c2)c(C)c1	-17.6%
COc1ccccc1N1CCN(S(=O)(=O)CCNC(=O)COc2ccccc2F)CC1	-10.6%
Cn1nc2n(c1=O)CCC(NC(=O)c1cc(F)ccc1Cl)CC2 (centres undefined)	-9.2%
CC1(C(=O)NCc2cccc(Cl)c2)CCc2cnc(N3CCOCC3)nc21 (centres undefined)	35.5µM*
O=C(Nc1ccccc1Cl)C12CC3CC(CC(C3)C1)C2	24.0%
CCOc1ccc(C(=O)Nc2scc(-c3ccc(F)cc3)c2C(=O)OC)cc1	-9.1%
Cc1cc(OCC(=O)Nc2ccc3nsnc3c2)cc(C)c1Cl	10.3%
O=C(c1ccc(CO)o1)N1CCc2c(nc(-c3ccncc3)[nH]c2=O)C1	2.1%
CCN1CCCC(c2nc3ccc(C)cc3c(=O)[nH]2)C1 (centres undefined)	1.9%[86.2 µM]
Cc1ccc(-c2csc(Nc3ccc(O)cc3)n2)c(C)c1	?
CCOC(=O)C1=C(C)Nc2ncnn2C1c1cccc(O)c1 (centres undefined)	6.4%
COc1cc(OC)cc(C(=O)/C(=C\c2ccco2)c2nc3ccccc3o2)c1	-25.6%
CC(C)OCCCNC(=O)C1Cn2cccc2C(=O)N1Cc1ccccc1 (centres undefined)	-29.6%
COc1cc(C#N)ccc1OC(C)C(=O)c1ccc(Br)cc1 (centres undefined)	21.4%
CCN(CC)S(=O)(=O)c1ccc(NCc2ccccc2C#N)cc1	-10.3%
CCC(=O)N1c2ccccc2CC1C(=O)NCCCN1CCN(c2ccc(OC)cc2)CC1 (centres undefined)	-17.7%
O=C(NCc1ccc(Cl)cc1)C1CCC(CNS(=O)(=O)c2ccccc2)CC1 (centres undefined)	7.1%
COc1ccccc1C(=O)Nc1ccc2oc(-c3cccc(Cl)c3Cl)nc2c1	-58.8%
Cc1ccc(-n2nnnc2C(C)(C)N2CCOCC2)cc1	19.3%

Filtered by structure, the entries above with a cyano group.
SMILES	KDM5B inh
COc1cc(C#N)ccc1OC(C)C(=O)c1ccc(Br)cc1 (centres undefined)	21.4%
CCN(CC)S(=O)(=O)c1ccc(NCc2ccccc2C#N)cc1	-10.3%

Next part
SMILES	KDM5B inh
O=C(/C=C/c1c(Cl)cccc1Cl)c1ccc(O)cc1	7.5%
O=C(NC1CCCC1)N1CCCCC1c1nc(-c2cnccn2)n[nH]1 (centres undefined)	-14.3%
CC(=O)Nc1ccc(C)c(NC(=O)C2(c3cccc(Br)c3)CC2)c1	13.4%
O=C(/C=C/c1ccc(O)cc1)c1ccc(-c2ccccc2)cc1	2.2%
CCN1CC(c2ccccc2)CC2(CCN(c3cc(N)ncn3)CC2)C1 (centres undefined)	-18.3%
CC(C)Nc1nc2cccnc2s1	26.8%
Cc1ccc(S(=O)(=O)N2CCOCC2)cc1NC(=O)CNCc1ccccn1	-30.0%
COC(=O)c1ccc(-c2ccc(C(=O)O)cc2)cc1	16.2%
CC(C)(C)c1cc(C(=O)O)cc(C(C)(C)C)c1O	-3.9%
CC(Oc1ccc(F)cc1)C(=O)N1CCN(Cc2nc(N)c3ccccc3n2)CC1 (centres undefined)	-3.3%
Cc1cc(CNC(=O)[C@@H]2CCC[C@@H](NCc3cccnc3)CN(C)C(=O)C2)no1	1.2%[86.2 µM]
Cc1ccnn1CC(=O)NCc1cccnc1Oc1cccc(C(F)(F)F)c1	-5.0%
CC1CCN(C(=O)C(=O)N2CCN(c3nc(C(C)C)c4c(c3C#N)CCCC4)CC2)CC1	?
COc1ccccc1NC(=O)c1cc(S(=O)(=O)N2CCN(c3ccccc3Cl)CC2)ccc1F	7.3%
COc1ccc2c(c1)Cc1sc(NC(=O)c3ccccc3Br)nc1-2	?
CN(CCCC#N)CC1COc2ccccc2O1 (centres undefined)	-8.2%
O=C(NCc1ccco1)c1nn2cccnc2c1Cl	6.5%
CCC(C)NC(=O)C(NC(=O)c1ccc(OC)cc1)C1CCN(C(=O)c2ccccc2C)CC1 (centres undefined)	-25.4%
CC(=O)NC(C)C(=O)N1CCCC1C(=O)N1CCCC1C(=O)NC(C)C(=O)NC1C(=O)NC(CC(C)C)C(=O)NC2CCCCNC(=O)CCC(C(=O)NC(Cc3ccc(O)cc3)C(=O)O)NC(=O)C3CCC(=O)OCC(NC(=O)C4CCCN4C(=O)C(Cc4c[nH]c5ccccc45)NC2=O)C(=O)NC(CC(=O)OC1C)C(=O)NC(Cc1c[nH]c2ccccc12)C(=O)N3 (centres undefined)	-25.7%
COc1ccc(NC(=O)c2c(C)oc3ccc(O)c(CN4CCCCCC4)c23)cc1Cl	-20.2%
CCn1c(SCC(=O)Nc2ccc(C)c(C)c2)nnc1-c1nonc1NC(C)=O	-21.1%
CCCCn1c(N)c(N(CCOC)C(=O)CCN2C(=O)C3CC=CCC3C2=O)c(=O)[nH]c1=O (centres undefined)	8.7%
CC(C)c1ccc(S(=O)(=O)c2nnn3c2nc(N2CCCC2)c2sccc23)cc1	16.7%
Cc1noc([C@@H]2CN(C(=O)c3cn[nH]c3)C[C@H]2C(N)=O)n1	19.4%
O=C(O)c1ccc(Sc2ccccc2C(=O)O)c([N+](=O)[O-])c1	11.8%
COc1ccc(C2(C(=O)N3CCCC(c4nc(-c5ccccc5)no4)CCNC(=O)CC3)CC2)cc1 (centres undefined)	27.6%
CC(Sc1nccn1C)C(=O)Nc1sc2c(c1C#N)CCCCC2 (centres undefined)	-22.3%
COc1ccccc1NC(=O)c1cc2c(=O)oc3ccc(C)cc3c2s1	-11.1%
COc1ccc(OC)c(/C=C(\C#N)c2nc(-c3ccc(F)cc3)cs2)c1	?
CCCn1c(N)c(N2CCOCC2)c(=O)n(CC(=O)Nc2ccc(C)cc2)c1=O	-8.9%
CCOc1cc(=O)n2c(c1C(=O)Nc1ccc(C)cc1F)CCCC2	-4.1%
COc1ccccc1CNC(=O)[C@@H]1Cc2cn(C)c3cccc(c23)[C@H](CC(C)C)N1	35.5µM*
CS(=O)(=O)N1Cc2ccccc2CC2(CCCCN2Cc2cccnc2)C1 (centres undefined)	?
O=C(c1ccc(Oc2ccccc2)cc1)N1CCc2c(n(Cc3cccnc3)n(-c3ccccc3)c2=O)C1	13.5%
O=C1[C@H]2CN(Cc3cc(F)cc(F)c3)C[C@H]2C(=O)N1Cc1ccc2c(c1)OCO2	-3.0%
O=C(CCc1ccc2c(c1)CNCCO2)NCC1CC1	-13.8%
O=C(NC1(c2ccccc2)CCC1)c1ccccc1C(F)(F)F	8.1%
C=CCn1c(O)c(N=NC(=O)C(O)c2ccccc2)c2ccccc21 (centres undefined)	-1.3%
CSc1nc(SCC(=O)NCC2CCCO2)c2c3c(sc2n1)CN(C)CC3 (centres undefined)	?
CN1C(=O)CC[C@]2(C(=O)NCc3ccc4c(c3)OCO4)CCCC[C@@H]12	3.9%
CCOc1ccccc1NC(=O)N1CCCN(S(=O)(=O)c2ccccc2)CCC(=O)NCC1	4.9%
CCOC(=O)c1cn2nc(N3CCCC3)ccc2n1	-2.2%
CCOC(=O)C1CCCN(S(=O)(=O)c2ccc3c(c2)CCN3C(=O)CC)C1 (centres undefined)	-3.0%
CC(=O)c1c(C)[nH]c(C(=O)OCC(=O)NCc2cccs2)c1C	27.7%
Cc1ccc2nc3c(cc(C(=O)NC4CCCCC4)c(=N)n3C(C)C)c(=O)n2c1	?
COCCn1nc2n(c1=O)CCN(Cc1ccc(Br)s1)CC2	10.3%
CCOc1ccc(CC(=O)N2CCC(C3CCN(C(=O)NC)CC3)C2)cc1 (centres undefined)	4.4%
CCc1ccc(CN2CCc3nc(N4CCN(c5ccccc5F)CC4)ncc3C2)cc1	?
CN1CCN(CCCNC(=O)C(=O)Nc2ccc3cc[nH]c3c2)CC1	-16.7%
CC[C@H]1CN(C(=O)Nc2cccc(OC)c2)CC[C@H]1CC(=O)NCc1ccccc1	-23.0%[86.2 µM]
O=C(NCc1ccc(F)cc1F)c1noc(-c2ccc(F)cc2)n1	3.7%
COCCNC(=O)[C@H]1C[C@H](Oc2ccccc2)CN1C(=O)Nc1ccc2c(c1)OCCO2	1.0%
COc1cc2c(cc1OC)C(c1ccccc1)N(CC(=O)Nc1ccc(C(N)=O)cc1)CC2 (centres undefined)	12.0%
Cc1ccc(C(=O)c2oc3ccccc3c2NC(=O)COc2ccccc2Cl)cc1	15.3%
Cn1cnnc1Sc1ccc(C(=O)OCC(=O)NCC(F)(F)F)cc1[N+](=O)[O-]	-27.0%
O=C(Cn1c(=O)[nH]c2ccccc2c1=O)N1CCN(c2ccccc2F)CC1	3.6%
Cc1ccc(S(=O)(=O)N(C)CC2CCOCC2)c(C)c1	-12.8%
CN1CCc2c([nH]c3ccccc23)C12CCN(C(=O)c1cccs1)CC2	-18.7%
O=C1COc2ccc(C(=O)COC(=O)c3cc(Cl)ccc3Cl)cc2N1	-6.1%
CCc1ccc(NS(=O)(=O)c2cc(-c3cnc(C4CC4)o3)ccc2C)cc1	-12.6%

Part of the list above, as labelled records:
Cc1ccc2nc3c(cc(C(=O)NC4CCCCC4)c(=N)n3C(C)C)c(=O)n2c1
  KDM5B inh: ?
CCOC(=O)C1CCCN(S(=O)(=O)c2ccc3c(c2)CCN3C(=O)CC)C1 (centres undefined)
  KDM5B inh: -3.0%
CC(=O)c1c(C)[nH]c(C(=O)OCC(=O)NCc2cccs2)c1C
  KDM5B inh: 27.7%
Cc1ccc(S(=O)(=O)N(C)CC2CCOCC2)c(C)c1
  KDM5B inh: -12.8%

Further records.
SMILES	KDM5B inh
CC(C)c1ccccc1NC(=O)CCc1ncc(-c2ccccc2F)o1	7.6%
Cc1noc(-c2cccc(OC3CN(C(=O)c4sccc4C)C3)c2)n1	-5.3%
Cc1ccc(Cn2c(C3CCN(C(=O)c4sccc4C)CC3)n[nH]c2=O)cc1	27.6%
COc1cccc(Oc2nc(-c3ccccc3O)nc3ccccc23)c1	-4.5%&5.4%
CCc1cccc(NC(=O)C2(C)CCCCC(=O)N2)c1 (centres undefined)	25.0%
CC(=O)Nc1c(C)noc1/C=C\c1ccc(C)c(S(=O)(=O)Nc2cc(C)ccc2C)c1	-10.1%
Cc1ccc(-c2nc3cc(Cl)ccc3o2)cc1NC(=O)COc1ccc(F)cc1	-9.0%
CCc1ccc(-c2cn3c(n2)sc2cc(C(=O)NC4CCCCC4)ccc23)cc1	-8.6%
CCOc1ccc(/C=C/c2nc(C#N)c(N3CCN(C)CC3)o2)cc1	?
CCc1ccc(NS(=O)(=O)c2ccc3oc(=O)c4ncn(CC)c4c3c2)cc1	-17.9%

Three records drawn at random from those above:
SMILES	KDM5B inh
CCc1cccc(NC(=O)C2(C)CCCCC(=O)N2)c1 (centres undefined)	25.0%
CSc1nc(SCC(=O)NCC2CCCO2)c2c3c(sc2n1)CN(C)CC3 (centres undefined)	?
CC(Oc1ccc(F)cc1)C(=O)N1CCN(Cc2nc(N)c3ccccc3n2)CC1 (centres undefined)	-3.3%
